High-throughput results: PubChem BioAssay, several laboratories
LMP1 NFkB inh: Epstein-Barr LMP1 NF-kappaB reporter inhibition | inhibition, % at 12.5 µM | 350,000 compounds, 0.69% hits | LMP1-induced NF-kappaB luciferase reporter cells, luminescence; in the data active = inhibition above about 41%;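 note: 0% = neutral control wells and 100% = reference inhibitor control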
C8 TRAIL sens: caspase-8 TRAIL sensitization. NB7+C8 cells + TRAIL, ATPlite viability luminescence. inhibition (viability loss, TRAIL sensitization), % at 10 µM. 360,000 compounds, 1% hits;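 active = compounds causing at least 50% loss of cell viability in the single-dose screen, relative to plate controls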
TWEAK Fn14 block: TWEAK-Fn14 signaling inhibition; TWEAK-stimulated Fn14 reporter cells, luciferase luminescence, 8 h; inhibition, % at 10 µM; 360,000 compounds, 2% hits; in the data active = inhibition above about 50%
TLR9-MyD88 block: TLR9-MyD88 interaction inhibition; 340,000 compounds, 0.21% hits; CHO BLA complementation TLR9-MyD88, CCF4 FRET ratio; Q9NR96+Q99836; inhibition, % at 4.98 µM;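 active = inhibition above the mean over all tested compounds plus 3 SD, cut at about 21% in these data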;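 note: 0% = DMSO only wells and 100% = clavulanate BLA inhibitor control wells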
Target sequence (Q99836 whole entry, looked up): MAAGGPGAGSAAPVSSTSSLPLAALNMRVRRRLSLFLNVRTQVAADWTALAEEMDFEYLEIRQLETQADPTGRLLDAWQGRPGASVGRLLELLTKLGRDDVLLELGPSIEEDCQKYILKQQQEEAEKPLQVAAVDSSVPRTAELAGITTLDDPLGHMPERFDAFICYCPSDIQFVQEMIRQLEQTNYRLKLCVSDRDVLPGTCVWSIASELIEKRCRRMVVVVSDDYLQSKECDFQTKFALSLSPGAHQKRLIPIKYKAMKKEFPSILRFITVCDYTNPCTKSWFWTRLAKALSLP
Target sequence (Q9NR96 whole entry, looked up): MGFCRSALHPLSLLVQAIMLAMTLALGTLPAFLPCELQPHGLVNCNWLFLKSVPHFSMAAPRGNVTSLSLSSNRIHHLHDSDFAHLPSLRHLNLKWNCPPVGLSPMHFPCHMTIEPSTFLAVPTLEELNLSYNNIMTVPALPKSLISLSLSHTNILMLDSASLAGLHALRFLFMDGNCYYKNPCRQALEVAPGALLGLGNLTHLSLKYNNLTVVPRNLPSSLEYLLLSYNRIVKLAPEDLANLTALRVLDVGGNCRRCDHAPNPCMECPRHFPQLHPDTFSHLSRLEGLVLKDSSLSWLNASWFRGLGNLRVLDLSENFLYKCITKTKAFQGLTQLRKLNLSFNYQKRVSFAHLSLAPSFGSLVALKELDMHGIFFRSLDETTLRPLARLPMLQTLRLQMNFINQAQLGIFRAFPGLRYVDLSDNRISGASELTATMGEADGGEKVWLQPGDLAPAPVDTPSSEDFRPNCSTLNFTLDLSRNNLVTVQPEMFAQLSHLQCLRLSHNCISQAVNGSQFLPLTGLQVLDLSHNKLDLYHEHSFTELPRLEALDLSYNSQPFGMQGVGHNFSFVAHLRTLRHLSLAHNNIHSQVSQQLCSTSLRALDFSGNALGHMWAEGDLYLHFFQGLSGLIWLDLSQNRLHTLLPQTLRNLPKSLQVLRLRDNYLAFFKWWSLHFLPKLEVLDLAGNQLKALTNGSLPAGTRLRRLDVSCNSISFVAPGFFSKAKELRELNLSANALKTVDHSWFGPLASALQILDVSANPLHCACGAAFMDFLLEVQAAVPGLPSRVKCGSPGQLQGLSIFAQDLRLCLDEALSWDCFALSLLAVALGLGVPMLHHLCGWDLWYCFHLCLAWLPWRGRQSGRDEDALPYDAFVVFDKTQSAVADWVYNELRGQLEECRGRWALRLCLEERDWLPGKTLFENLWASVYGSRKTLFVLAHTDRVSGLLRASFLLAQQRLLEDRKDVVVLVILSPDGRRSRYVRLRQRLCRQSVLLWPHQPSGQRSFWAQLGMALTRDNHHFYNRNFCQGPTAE
TROY signal inh: inhibitors of TROY-dependent NF-kB signaling; Q293 LMP1-TROYcd NF-kB luciferase reporter, 4 h; 360,000 compounds, 0.98% hits; inhibition, % at 10 µM; AID 1347056;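 active = compounds whose plate-normalised and pattern-corrected inhibition of the luciferase reporter signal at the single screening dose is 50% or more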
NR5A2 inv ag: NR5A2 inverse agonism in reporter assay; AID 602396; HEK293T StAR-luciferase reporter, LRH-1 transfected, 24 h; 360,000 compounds, 0.13% hits; inhibition, % at 3.6 µM; O00482;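 active = inhibition above the mean inhibition of all tested compounds plus 3 SD, cut at about 73% in these data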;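 note: 0% = DMSO wells and 100% = reporter-only cells lacking LRH-1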
NOD2-RIPK2 inh: blocks binding of human NOD2 to RIPK2; O43353; CHO BLA complementation NOD2-RIPK2, CCF4 ratio; inhibition, % at 4.98 µM; 360,000 compounds, 0.38% hits; in the data active = inhibition above about 21%;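 note: 0% = vehicle only and 100% = reference blocker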
NCOA1 inh: human NCOA1 inhibition; AID 588354; HEK293 GAL4-SRC1 luciferase reporter, luminescence; inhibition, % at 3.6 µM; 360,000 compounds, 0.12% hits;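 active = inhibition above the campaign mean plus 3 SD, with each screening campaign given its own cutoff, cut at about 60% in these data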;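 note: 0% = DMSO treated cells and 100% = gossypol at 36 µM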
COUP-TFII inh: inhibitors of human COUP-TFII (NR2F2) | P24468 | HEK293T NGFI-A luciferase reporter, luminescence | inhibition, % at 8.6 µM | 370,000 compounds, 0.7% hits | AID 686940;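 active = inhibition above a per-plate cutoff, mean inhibition of test wells between control levels plus 3 SD, cut at about 38% in these data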;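 note: cells cotransfected with COUP-TFII expression vector driving the NGFI-A reporter; 0% = median of COUP-TF2 test wells and 100% = reporter-only cells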
SRC3 inh: inhibits human SRC3 coactivator. inhibition, % at 3.6 µM. 360,000 compounds, 0.17% hits. HEK293 GAL4-SRC3 luciferase reporter, luminescence. Q9Y6Q9;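 active = inhibition above a per-campaign cutoff, the mean of all compounds plus 3 SD, cut at about 60% in these data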;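 note: 0% = DMSO-treated cells and 100% = gossypol-treated cells at 36 µM; higher means less SRC3-driven luciferase light from the GAL4 reporter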
SRC2 inh: inhibits human steroid receptor coactivator 2; HEK293 GAL4-SRC2 luciferase reporter, luminescence; 370,000 compounds, 0.17% hits; AID 651957; inhibition, % at 9 µM;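 active = inhibition above the mean inhibition of all tested compounds plus 3 SD, set per campaign, cut at about 52% in these data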;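 note: 0% = DMSO treated cells and 100% = cells given Gossypol at 36 µM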
Active calls of the source: *; / = not tested or not shown.

SMILES | LMP1 NFkB inh | C8 TRAIL sens | TWEAK Fn14 block | TLR9-MyD88 block | TROY signal inh | NR5A2 inv ag | NOD2-RIPK2 inh | NCOA1 inh | COUP-TFII inh | SRC3 inh | SRC2 inh
O=C(O)c1ccc(CNC(=O)c2ccccc2NC(=O)c2ccc([N+](=O)[O-])cc2)cc1 | -5 | 3 | -16 | 2 | -1 | -4 | 0 | -1 | 3 | 8 | -1
COc1ccc(NC(=O)C2(c3ccccc3)CCCC2)cc1 | 1 | -5 | 3 | -7 | -4 | 9 | 2 | -1 | -4 | -13 | 1
CCc1ccc(N2C(=O)/C(=C/c3cccs3)N(CC(=O)OC)C2=S)cc1 | 2 | -9 | -2 | 20 | 16 | -7 | 3 | 6 | 0 | 0 | -25
COC(=O)C(C)Sc1ccc2nnc(-c3ccc(F)cc3)n2n1 (stereo unspecified) | -1 | 4 | -2 | -11 | -1 | 3 | 0 | -15 | / | 7 | /
Cc1ccc(CNC(=O)CNC(=O)c2c(C)nn(C)c2Cl)cc1 | 5 | -5 | 40 | 3 | 4 | -15 | -5 | -7 | -2 | 18 | -9
Cc1ccc2c(c1)c1ncn(Cc3ccc(F)cc3)c(=O)c1n2C | -6 | -16 | 2 | 8 | -9 | 18 | -4 | 8 | 16 | 16 | 15
CC(=O)NN1C(=O)c2ccccc2NC1c1ccco1 (stereo unspecified) | 2 | 6 | -6 | -2 | 9 | 2 | 5 | -28 | -1 | -22 | -10
O=C(O)CCn1cc(-c2ccc(Cl)cc2)nc1-c1ccncc1 | 7 | 2 | -1 | 2 | -15 | 21 | -12 | -9 | -7 | 15 | 1
Cc1c(Cl)cccc1NC(=O)CCN1CCCCC1 | -6 | 2 | -8 | 1 | -4 | -3 | -3 | -8 | 13 | -4 | -18
CNc1cccc(-c2ccccc2CO)n1 | / | -9 | -1 | / | -8 | 8 | 2 | -30 | 0 | 7 | -20
CC(C)C(=O)Nc1nnc(COc2ccc(Cl)cc2)s1 | 1 | -10 | -3 | 6 | -18 | -7 | 11 | -2 | -16 | 9 | -5
CCC(=O)Nc1cccc(C2=NOC3(C2)C[C@H](C(N)=O)N(C(=O)Cc2ccc([N+](=O)[O-])cc2)C3)c1 (stereo partly specified) | -4 | -11 | -6 | 0 | -6 | 14 | -2 | -3 | 3 | -13 | -9
CCCCc1ccc(NC(=O)C2CCN(S(C)(=O)=O)CC2)cc1 | -1 | 1 | -5 | -9 | -3 | 3 | -4 | -13 | -11 | -2 | -34
CC1CCC(NC(=O)CCCn2sc3ccccc3c2=O)CC1 (stereo unspecified) | 2 | -38 | -29 | -3 | -15 | -10 | 1 | -17 | -13 | -16 | -4
Oc1ccccc1C1CCCCC1c1ccccc1 (stereo unspecified) | 1 | -4 | -2 | 0 | 23 | -13 | 14 | -11 | -4 | -15 | 1
Fc1ccc(-c2cc(C(F)(F)F)nc(-n3cc(Cl)cn3)n2)cc1 | 9 | -18 | 2 | 1 | 9 | -2 | -13 | 1 | -5 | 10 | -7
CN(C(=O)c1ccc2c(c1)OCO2)C1CCS(=O)(=O)C1 (stereo unspecified) | -4 | -32 | 2 | 5 | -14 | 10 | 6 | 14 | 8 | 2 | 9
CCC(CC)C(=O)c1c[nH]c(C(=O)NC2CCCCCC2)c1 | 6 | -6 | -32 | -18 | -20 | -26 | 11 | 10 | -6 | 17 | -8
CC(C)(Cc1ccc(O)cc1)NC(=O)c1ccccc1 | 6 | -9 | 8 | 2 | -17 | 4 | 4 | 5 | 10 | -7 | 8
O=C1CC(N2CCC(c3nc4ccccc4s3)CC2)C(=O)N1 (stereo unspecified) | -1 | 1 | 6 | 0 | 7 | 14 | 0 | -5 | -1 | -6 | -11
COc1ccc(NC(=S)N2CCN(c3ccccn3)CC2)cc1 | 1 | 13 | 6 | -15 | -15 | -16 | 1 | 0 | 5 | 21 | 23
CC1CCCC(C)N1C(=O)c1cc2ncc(CCCl)cn2n1 (stereo unspecified) | -13 | -1 | 11 | 10 | 5 | -15 | -6 | 4 | 4 | 8 | 6
CC(=O)Nc1cnc(-c2ccc3c(c2)OCO3)cn1 | / | 18 | -27 | / | -61 | -103 | 1 | -116 | -42 | -104 | -24
S=C(c1ccc[nH]1)N1CCOCC1 | 0 | -5 | 4 | 2 | -3 | 3 | -5 | 8 | -5 | -24 | -25
CCOCCCN(C)C1CCN(C(=O)c2oc3ccccc3c2NC(=O)Cc2cccc([N+](=O)[O-])c2)CC1 | 6 | 14 | -2 | -8 | 2 | -7 | -9 | -12 | 8 | 14 | -1
CCOC(=O)CN1C(c2ccccc2O)Nc2ccc(Br)cc2C1c1ccccc1 (stereo unspecified) | -4 | -8 | 5 | 7 | 1 | -8 | -7 | -1 | 2 | 3 | -13
COc1ccc(CNC(=O)CCCC(=O)n2nc(C)c3ccccc32)cc1 | -1 | -30 | -9 | -7 | 2 | -7 | 4 | 18 | -11 | -2 | 13
CCOCCCN(C)C1CCN(C(=O)c2oc3ccccc3c2NC(=O)COc2cccc(C)c2)CC1 | -2 | 15 | -5 | -3 | -23 | -21 | -8 | -11 | 12 | 6 | -2
CCOC(=O)c1ccc(NC(=O)CSc2nc3cccnc3n2C)cc1 | 12 | 9 | 29 | -1 | 25 | -5 | -7 | -15 | 16 | 5 | -2
Cc1cccc(CCNC(=O)C2CCN(S(=O)(=O)c3ccccc3)CC2)c1 | -2 | -20 | 3 | -1 | -3 | -7 | -22 | 9 | 1 | -11 | -8
CN(Cc1cccc(F)c1)C(=O)CSc1nnc(C2CC2)n1C1CC1 | -2 | -9 | 7 | 1 | -9 | 15 | 0 | -11 | 10 | 1 | 8
COc1ccc(NC2CCCN(C(=O)c3cc4ncccn4n3)C2)cc1 (stereo unspecified) | -2 | -7 | 0 | 3 | -14 | -3 | -10 | -20 | 16 | -3 | -5
COc1ccc([N+](=O)[O-])cc1C(=O)Nc1ccc(Cc2ccncc2)cc1 | -9 | -3 | -36 | -3 | -12 | -1 | -6 | -1 | 11 | -19 | 27
COc1cccc2c(N/N=C/c3ccc(O)c(O)c3)cc(C)nc12 | -10 | -16 | -1 | -9 | -15 | -23 | 7 | -49 | 4 | -39 | -11
OCCOCCNc1ncnc2sc(-c3ccccc3)cc12 | 6 | -3 | 5 | -4 | -12 | 12 | -5 | -6 | -20 | 8 | 7
N#Cc1ccccc1OCC(=O)NC(N)=O | 1 | 16 | -8 | 6 | -1 | 6 | 8 | -4 | 5 | 19 | -11

Arranged by the number under NCOA1 inh (descending): three from the list above.
Structure,LMP1 NFkB inh,TWEAK Fn14 block,TLR9-MyD88 block,NR5A2 inv ag,NOD2-RIPK2 inh,NCOA1 inh,COUP-TFII inh,SRC3 inh,SRC2 inh
CCc1ccc(N2C(=O)/C(=C/c3cccs3)N(CC(=O)OC)C2=S)cc1,2,-2,20,-7,3,6,0,0,-25
CC(=O)NN1C(=O)c2ccccc2NC1c1ccco1 (stereo unspecified),2,-6,-2,2,5,-28,-1,-22,-10
COc1cccc2c(N/N=C/c3ccc(O)c(O)c3)cc(C)nc12,-10,-1,-9,-23,7,-49,4,-39,-11

The results go on.
SMILES | LMP1 NFkB inh | C8 TRAIL sens | TWEAK Fn14 block | TLR9-MyD88 block | TROY signal inh | NR5A2 inv ag | NOD2-RIPK2 inh | NCOA1 inh | COUP-TFII inh | SRC3 inh | SRC2 inh
O=C(NCc1ccco1)c1cnn2c(C(F)F)cc(-c3ccccc3)nc12 | -8 | 24 | -41 | 5 | 22 | 14 | -3 | 3 | 5 | 13 | -20
COc1ccccc1CNC(=S)Nc1ccc(S(N)(=O)=O)cc1 | -3 | -8 | 8 | -5 | -4 | -1 | 0 | -5 | / | 13 | /
O=C(Nc1ccc(F)cc1)c1ccc2snnc2c1 | -11 | 8 | -10 | -5 | -33 | -8 | -2 | -20 | 8 | -28 | -15
Cc1ccc(-c2c(C)sc(NC(=O)C3C4CCC(O4)C3C(=O)O)c2C(=O)OC(C)C)cc1 (stereo unspecified) | -1 | -9 | -7 | 6 | -5 | 10 | -14 | -15 | -6 | 11 | 16
CCOC(=O)C1CCCN(C(=O)Cn2ncc3c(=O)oc4ccc(C)cc4c32)C1 (stereo unspecified) | 1 | -9 | 10 | 9 | 1 | 29 | -12 | 2 | / | 3 | /
CC(CC(=O)Nc1ccc2c(c1)c(=O)n(C)n2Cc1cccc(C(F)(F)F)c1)C(F)(F)F (stereo unspecified) | / | 5 | 5 | / | 3 | 4 | 9 | -2 | 7 | 8 | 1
COc1cccc(NC(=O)Nc2cc(Cl)ccc2C)c1 | 8 | 21 | -14 | 1 | -13 | -5 | 5 | 7 | -8 | 9 | 17
COCCn1c(SCC(=O)Nc2ccc(N3CCOCC3)cc2)nc2ccccc21 | 0 | 1 | 18 | -7 | 2 | 4 | 12 | -20 | 2 | 26 | -2
COc1ccccc1OCC(=O)Nc1c2c(nn1-c1ccccc1)CS(=O)(=O)C2 | 3 | -6 | -14 | -4 | -8 | -7 | -9 | -2 | -3 | 13 | -5
COc1ccc([C@H]2CC(=O)C=C(c3ccc4c(c3)sc3ccccc34)C2)cc1 | -6 | -4 | 5 | 8 | 13 | 3 | 1 | -3 | 8 | -11 | -14
O=C1N(Cc2cccnc2)C[C@@H]2C[C@@H](c3ccc4nsnc4c3)N3CCC[C@@]123 | -10 | -6 | 0 | -8 | 8 | 1 | -1 | -2 | 7 | 5 | -29
COc1ccc(C(=O)n2c(SC)nc3cc4c(cc32)OCCO4)cc1 | 4 | 20 | -6 | 1 | -29 | -36 | -5 | -19 | -19 | -22 | -20
C=CCOc1cccc(/C=N/NC(=O)C(=O)NCc2ccco2)c1 | 0 | -8 | -29 | -11 | -6 | -8 | -16 | -27 | -3 | 11 | -11
Cc1csc(NC(=O)CNC(=O)OCc2ccccc2)n1 | -15 | 9 | 7 | 12 | -28 | 6 | -1 | 1 | -6 | 9 | 5
COc1cccc(Oc2cn[nH]c2-c2ccc(O)cc2O)c1 | -1 | -15 | 26 | -7 | 23 | -2 | -4 | -2 | 14 | 12 | 3
O=C1CC[C@@H]2C[C@@]3(C[C@@H]4CCN1[C@H]24)Nc1cc([N+](=O)[O-])ccc1NC3=NCc1ccccc1 | 5 | -9 | -13 | -4 | -1 | 12 | 2 | -1 | -7 | 4 | -15
CCCOC(=S)Nc1ccccc1 | 2 | 14 | 4 | -17 | -51 | 3 | -14 | -11 | -10 | -2 | -13
Cc1ccc(C(O)(CNCc2ccccc2)c2ccccc2)cc1 (stereo unspecified) | -1 | 2 | 13 | -4 | 3 | 11 | -6 | -18 | 0 | 18 | -15
COc1ccnc(CSC(N)=Nc2ccccc2OC)c1 | -2 | -11 | -10 | 7 | -47 | -9 | -2 | 5 | -3 | -21 | -8
O=c1c2c(C(F)(F)F)cc(C(F)(F)F)nc2[nH]n1-c1ccccc1 | 5 | -11 | -15 | -1 | 10 | -11 | -2 | -8 | 10 | 17 | 5
Cc1ccc(CNc2ccc([N+](=O)[O-])cc2C(N)=O)cc1 | -9 | -10 | -34 | 7 | -62 | -47 | 2 | -52 | -19 | -59 | -85
Cc1ccc(S(=O)(=O)NC(C)(C)CN2CCc3ccccc3C2)cc1 | 14 | -14 | 3 | 0 | 0 | -2 | 0 | 5 | -29 | 6 | 17
Cc1ccc(CNS(=O)(=O)c2cc(F)ccc2CN2C(=O)c3cccnc3C2=O)o1 | 7 | -2 | -2 | -12 | 5 | -24 | -7 | 5 | -10 | 0 | -26
COc1ccc(NC(=O)Cn2c3ccccc3c3nc4n(c(=O)c32)CCS4)cc1OC | 12 | 3 | -5 | 3 | -6 | 6 | -1 | 10 | 22 | 24 | -35

An excerpt; count on the stated rates, not on these rows.
